Source: PubChem
Cdc42 wt GTP: changes GTP binding to wildtype human Cdc42 | P60953 | GST-Cdc42 beads, Bodipy-GTP binding, flow cytometry; actives lie on both sides | percent activity (GTP binding), % at 10 µM | hit rate 0.2% among 190,000;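 active = percent activity GTP binding at least 20 points away from the 100% baseline, either down as inhibitor or up as activator; inconclusive = compound flagged as likely green fluorescent from well-wide comparison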;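 note: median bead fluorescence of bound Bodipy-FL-GTP at 100 nM; 0% = excess unlabeled GTP control and 100% = no compound control; below 100% means less GTP binding so inhibitor and above means activator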
Target sequence (P60953 whole entry, looked up): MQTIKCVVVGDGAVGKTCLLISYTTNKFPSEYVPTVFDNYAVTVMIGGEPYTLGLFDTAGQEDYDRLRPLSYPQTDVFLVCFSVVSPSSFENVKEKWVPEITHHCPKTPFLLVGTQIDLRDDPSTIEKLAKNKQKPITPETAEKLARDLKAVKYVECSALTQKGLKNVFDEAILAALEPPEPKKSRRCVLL
Mcl1-Bid inh: disrupts binding of human Mcl-1 to Bid peptide | inhibition, % at 21.7 µM | hit rate 0.97% among 220,000 | TR-FRET Mcl-1/Bid-Dy647 peptide binding, 1536-well | AID 1021 | Q07820;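 active = compounds that cut the binding signal by more than half at the single screening dose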;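 note: His-tagged Mcl-1 with europium anti-His antibody binding Bid BH3 peptide; 0% = Mcl-1 plus peptide wells and 100% = peptide-only wells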
Target sequence (Q07820 whole entry, looked up): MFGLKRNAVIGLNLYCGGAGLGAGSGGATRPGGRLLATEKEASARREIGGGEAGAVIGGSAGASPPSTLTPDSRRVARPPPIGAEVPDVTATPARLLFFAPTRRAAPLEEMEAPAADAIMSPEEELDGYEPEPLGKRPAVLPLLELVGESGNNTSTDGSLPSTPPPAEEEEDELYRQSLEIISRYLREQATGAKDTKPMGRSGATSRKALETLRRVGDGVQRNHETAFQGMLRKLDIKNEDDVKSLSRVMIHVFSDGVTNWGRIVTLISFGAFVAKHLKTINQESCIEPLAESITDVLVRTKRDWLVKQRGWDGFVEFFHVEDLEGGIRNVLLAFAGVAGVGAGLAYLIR
Rac1 mut GTP: alters GTP binding to activated mutant human Rac1 | GST-Rac1 activated beads, fluorescent GTP binding, flow cytometry; actives lie on both sides; 100% means binding = to untreated wells | hit rate 0.11% among 190,000 | AID 764 | percent activity (GTP binding), % at 10 µM | P63000;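 active = GTP binding at least 20 percentage points away from the 100% baseline, in either direction, so actives lie on both sides; inconclusive = Compound likely fluorescent itself, or too few beads counted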
HRas wt GTP bind: human HRas wildtype GTP binding, change in either direction; P01112; GST-Ras wt beads, Bodipy-FL-GTP binding, flow cytometry; actives lie on both sides; GTP binding activity, % at 10 µM; hit rate 0.14% among 190,000;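 active = GTP binding activity at least 20% away from the 100% baseline, either lowered as inhibitor or raised as activator; inconclusive = flagged as likely green fluorescent, judged across all proteins in the well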;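 note: 0% = unlabeled GTP competition control and 100% = no-compound control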
Target sequence (P01112 whole entry, looked up): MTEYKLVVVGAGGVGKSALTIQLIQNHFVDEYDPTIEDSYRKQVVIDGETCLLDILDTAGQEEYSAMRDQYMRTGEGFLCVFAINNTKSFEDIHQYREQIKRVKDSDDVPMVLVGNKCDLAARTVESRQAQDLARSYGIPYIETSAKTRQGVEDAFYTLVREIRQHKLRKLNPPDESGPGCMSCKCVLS
Mcl1-Noxa inh: disrupts binding of human Mcl-1 to Noxa peptide; Q07820; TR-FRET Mcl-1/Noxa peptide binding, 2 h; inhibition, % at 21.7 µM; hit rate 1.5% among 220,000; AID 1022;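 active = compounds that cut the protein-peptide binding signal by more than 50% relative to plate controls in a single-dose test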;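 note: His-tagged Mcl-1 with rhodamine Noxa BH3 peptide and terbium anti-His antibody; 0% = Mcl-1 plus Noxa peptide wells and 100% = peptide-only wells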
Pf gametocyte: kills late stage P. falciparum gametocytes; P. falciparum stage V gametocytes, ATP luminescence, 24 h; hit rate 0.065% among 150,000; inhibition, % at 10.9 µM;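 active = inhibition above the mean plus 3 SD of compounds within the control limits, set per campaign, cut at about 38% in these data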;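 note: 0% = DMSO wells and 100% = medium only without gametocytes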
Mcl-1 Bim block: inhibitors of Bim-Mcl-1 interaction, human; Q07820; Bead-based flow cytometry, Bim peptide-Mcl-1 binding; inhibition, % at 10 µM; hit rate 0.1% among 190,000; in the data active = inhibition above about 40%;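 note: 0% = no compound tracer wells and 100% = peptide blocker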
RGS8-Gao: human RGS8-Galphao interaction regulation; P09471; multiplexed bead flow cytometry, RGS8-Galphao binding; actives lie on both sides; response (percent of control binding), % at 10 µM; hit rate 0.34% among 220,000; in the data active = response below about 60% or above about 140%; inactive = in between;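 note: Galphao activated as the GDP aluminium fluoride complex binding bead-coupled RGS8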
Target sequence (P09471 whole entry, looked up): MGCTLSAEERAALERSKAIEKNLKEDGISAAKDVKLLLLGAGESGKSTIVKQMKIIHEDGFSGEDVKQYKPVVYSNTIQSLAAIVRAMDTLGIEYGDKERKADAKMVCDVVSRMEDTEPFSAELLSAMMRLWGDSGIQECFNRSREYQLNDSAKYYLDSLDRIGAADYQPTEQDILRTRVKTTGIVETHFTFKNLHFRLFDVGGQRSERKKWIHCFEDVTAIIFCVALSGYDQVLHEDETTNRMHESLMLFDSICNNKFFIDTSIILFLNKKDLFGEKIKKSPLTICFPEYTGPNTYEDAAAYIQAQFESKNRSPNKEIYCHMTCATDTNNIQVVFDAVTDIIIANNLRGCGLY
Rab7 wt GTP bind: modulators of GTP binding to dog Rab7 wildtype GTPase; hit rate 0.055% among 190,000; GTP binding activity (percent of control), % at 10 µM; GST-Rab7 beads, fluorescent GTP binding, flow cytometry; actives lie on both sides; untreated = 100%, excess cold GTP = 0%;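 active = fluorescent GTP binding to Rab7 beads changed by at least 20 points from the 100% baseline, either direction, mostly lower; inconclusive = compound itself probably fluorescent, or too few beads counted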;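 note: median green fluorescence of bound Bodipy-FL-GTP per Rab7 bead population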
Rab2A wt mod: changes GTP binding to wildtype dog Rab2A, up or down | P61105 | GST-Rab2 wt beads, Bodipy-GTP binding, flow cytometry | GTP binding activity, % at 10 µM | hit rate 0.19% among 190,000 | AID 760;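 active = GTP binding activity at least 20 points away from 100%, either lowered or raised; inconclusive = signal likely due to the compound's own green fluorescence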;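 note: 0% = beads with excess unlabeled GTP and 100% = no-compound control corrected for plate trend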
Rac1 wt modul: modulators of human Rac1 wildtype GTP binding. hit rate 0.27% among 190,000. GTP binding activity (% of control), % at 10 µM. P63000. GST-Rac1 beads, fluorescent GTP binding, flow cytometry; actives lie on both sides; 0 = cold GTP competed, 100 = untreated;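 active = GTP binding activity at least 20 points away from the 100% control level, either lower or higher; inconclusive = compound flagged as likely green fluorescent, judged across all proteins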
An asterisk follows results filed as active; ? = inconclusive; . = no result given.

SMILES | Cdc42 wt GTP | Mcl1-Bid inh | Rac1 mut GTP | HRas wt GTP bind | Mcl1-Noxa inh | Pf gametocyte | Mcl-1 Bim block | RGS8-Gao | Rab7 wt GTP bind | Rab2A wt mod | Rac1 wt modul
CCCCN(C(=O)c1ccc(Cl)cc1)C1CC2CCC(C1)N2C (stereo not given) | 107 | -1 | 101 | 101 | 13 | . | 3 | 94 | 99 | 102 | 109
O/C(=C\Sc1nnc(Cc2ccccc2)o1)c1ccc(Br)cc1 | 106 | 6 | 101 | 101 | -13 | . | 0 | 102 | 103 | 101 | 101
Cc1ccc(-c2nc(C=Nc3cccc(C)c3)c(O)o2)cc1 | 95 | 1 | 96 | 97 | -14 | -11 | -4 | 102 | 102 | 96 | 96
NC(=O)CC(c1ccccc1)c1ccco1 (stereo not given) | 95 | -18 | 92 | 97 | 6 | . | -4 | 101 | 98 | 94 | 93
CCC/C(O)=C1\C(=O)CCCC1=NC(C)C(=O)O (stereo not given) | 104 | -12 | 101 | 101 | -4 | . | 0 | 102 | 100 | 101 | 104
O=C(c1cnc2n(c1=O)CCS2)N(c1ccccc1)C1CCCCC1 | 104 | 6 | 98 | 102 | 10 | -26 | 4 | 101 | 105 | 102 | 101
CN(Cc1ccc(F)cc1)Cc1nc(CCc2ccccc2)no1 | 95 | -36 | 95 | 97 | 3 | -15 | 2 | 102 | 100 | 97 | 98
CCCC(=O)Nc1sc2c(c1C(=O)OCC)CC(C)(C)OC2 | 94 | -41 | 95 | 96 | -10 | -3 | -2 | 97 | 98 | 95 | 99
CSc1nnc(C)c(=O)n1COC(=O)c1cc(Cl)ccc1[N+](=O)[O-] | 96 | 0 | 94 | 98 | 16 | 30 | -1 | 104 | 104 | 98 | 96
N#C/C(=N\Nc1ccccc1[N+](=O)[O-])C(=N)N1CCCCC1 | ? | -29 | ? | ? | 0 | 18 | -24 | 100 | ? | ? | ?
C(=C\c1ccccc1)/CN1CCN(c2ncnc3c2oc2ccccc23)CC1 | 97 | -15 | 93 | 96 | 20 | . | -3 | 102 | 98 | 95 | 96
Cc1cc(/C=N/N2CCN(C)CC2)c(C)n1-c1ccccc1F | 103 | -27 | 95 | 99 | -3 | . | -1 | 98 | 104 | 103 | 97
O=C(NC1CCCC1)C(c1ccc(N2CCOCC2)cc1)N(Cc1ccco1)C(=O)c1ccco1 (stereo not given) | 103 | -7 | 96 | 104 | -15 | . | -7 | 101 | 105 | 104 | 107
CNC(=S)N(CCc1c(C)[nH]c2ccc(OC)cc12)Cc1cc(OC)c(OC)c(OC)c1 | 101 | -19 | 99 | 101 | 8 | . | -3 | 99 | 98 | 98 | 110
O=C1NC(c2ccccc2)=C(c2nc3ccccc3s2)C(c2ccc(O)cc2)N1 (stereo not given) | 94 | -7 | 95 | 97 | -6 | . | 2 | 102 | 97 | 101 | 97
O=c1[nH]c2ccc(S(=O)(=O)N3CCCCC3)cc2[nH]1 | 99 | -17 | 97 | 99 | 10 | -8 | 0 | 101 | 100 | 99 | 100
Cc1nn(-c2ccccn2)c2c1C(c1ccncc1)C1=C(CC(C)(C)CC1=O)N2 (stereo not given) | 99 | -124 | 98 | 99 | -26 | . | -38 | 98 | 99 | 98 | 102
COCCCNC(=S)Nc1cccc2ncccc12 | 92 | -59 | 94 | 95 | 11 | 6 | 0 | 98 | 92 | 93 | 98
CC(C)OC(=O)c1c(-c2ccc(C(C)C)cc2)csc1NC(=O)C1CCCO1 (stereo not given) | 99 | -35 | 101 | 101 | 7 | 5 | -9 | 102 | 103 | 102 | 105
O=C(c1ccc([N+](=O)[O-])cc1[N+](=O)[O-])n1cnc2ccccc21 | 93 | -6 | 93 | 95 | 7 | . | -2 | 100 | 97 | 93 | 98
N#Cc1ccc(N2CCN(c3ccc(F)cc3)CC2)cc1 | 101 | -5 | 100 | 101 | -14 | . | -16 | 97 | 95 | 100 | 102
O=S(=O)(c1ccc2c(c1)OCCO2)N1CCC(c2nc3ccccc3s2)CC1 | 102 | -35 | 100 | 103 | 2 | . | 0 | 98 | 101 | 103 | 100
Cn1cnnc1SCC(=O)c1ccc(OC(F)F)cc1 | 101 | 4 | 98 | 99 | -3 | . | -3 | 89 | 100 | 100 | 101
Cc1ccc2[nH]c3c(N4CCN(Cc5ccccc5)CC4)ncnc3c2c1 | 101 | -18 | 97 | 99 | 17 | . | 0 | 102 | 99 | 96 | 100
CN(C)c1ccc(NC(=O)c2ccc(COc3cccc(Cl)c3)o2)cc1 | 98 | -12 | 96 | 97 | 85* | . | 0 | 103 | 99 | 97 | 98

More entries.
SMILES | Cdc42 wt GTP | Mcl1-Bid inh | Rac1 mut GTP | HRas wt GTP bind | Mcl1-Noxa inh | Pf gametocyte | Mcl-1 Bim block | RGS8-Gao | Rab7 wt GTP bind | Rab2A wt mod | Rac1 wt modul
COC(=O)c1nn(-c2cccc(C)c2)c2nnc(Cc3ccccc3)c(=O)n12 | 96 | 2 | 99 | 100 | 8 | 10 | 3 | 125 | 99 | 95 | 97
CCCNC(=O)COc1nc2ccccc2nc1N1CCOCC1 | 100 | -1 | 98 | 101 | 5 | -12 | -2 | 94 | 100 | 99 | 102
CC1CCc2sc(C(=O)OC(C)C(=O)Nc3ncc(Cl)cc3Cl)cc2C1 (stereo not given) | 101 | 9 | 99 | 101 | -4 | . | -2 | 103 | 99 | 98 | 106
CC1Cc2nc(SCC(=O)Nc3ccc(F)cc3F)n(C)c(=O)c2S1 (stereo not given) | 101 | -37 | 99 | 100 | -3 | . | -4 | 119 | 102 | 100 | 103
COc1ccc(Cl)cc1S(=O)(=O)Oc1ccc(NC(C)=O)cc1 | 99 | -3 | 99 | 97 | -9 | . | 0 | 91 | 95 | 97 | 102
CCCCC(CC)C(=O)Nc1ccc(Nc2ccccc2)cc1 (stereo not given) | 98 | -59 | 98 | 99 | 24 | -19 | -6 | 83 | 95 | 101 | 100
CCCCNC(=S)Nc1ccc(-c2nc3ccc(C)cc3s2)cc1 | ? | 7 | ? | ? | 5 | 6 | -2 | 99 | ? | ? | ?
CC(C)(C)NC(=O)COC(=O)c1snc(C(=O)NC2CCCCC2)c1N | 105 | -5 | 102 | 103 | 9 | -3 | 0 | 101 | 103 | 102 | 107
c1ccc(-n2cnnc2SCc2nc3ccccc3s2)cc1 | 101 | -64 | 99 | 101 | -3 | -4 | 0 | 96 | 95 | 98 | 99
COc1ccc(N=C2C(=O)Nc3c(C)cccc32)cc1 | 96 | -44 | 94 | 97 | -12 | . | 0 | 95 | 95 | 96 | 93
C/C=C/c1cc(CN2CCN(c3ccccc3)CC2)c(O)c(OC)c1 | 98 | -28 | 96 | 99 | 31 | 21 | 1 | 100 | 104 | 98 | 102
Cc1ccc(-c2cc(C(F)(F)F)c(C#N)c(=O)[nH]2)cc1 | 83 | -6 | 85 | 89 | 10 | -12 | -4 | 104 | 90 | 83 | 81
O=C(NCC(c1ccco1)N1CCN(c2ccccc2)CC1)OCc1ccccc1 (stereo not given) | 96 | -29 | 98 | 97 | -29 | 7 | -4 | 104 | 99 | 97 | 102
N=C(N)SCc1cccc2ccccc12 | 111 | -3 | 103 | 107 | -2 | . | -2 | 104 | 105 | 105 | 113
O=C(CCn1c(=O)[nH]c2ccsc2c1=O)N1CCc2ccccc2C1 | 100 | -5 | 98 | 97 | -4 | . | -1 | 96 | 97 | 99 | 99
CCN1CCN(C(c2ccccc2OC)c2nnnn2C2CCCCC2)CC1 (stereo not given) | 105 | 12 | 100 | 103 | 16 | -32 | -3 | 101 | 101 | 105 | 106
CC(=O)c1cnc2c(-c3ccccc3)cnn2c1C | 95 | -19 | 91 | 95 | -5 | . | -3 | 99 | 94 | 93 | 94
Brc1cc(Br)c2nc(-c3ccc(N4CCOCC4)cc3)ccc2c1 | ? | -223 | ? | ? | -373 | . | 3 | 98 | ? | ? | ?
O=c1c2ccccc2c(C=NCCc2ccccc2)c(O)n1Cc1ccccc1 | 106 | -20 | 102 | 103 | 2 | -8 | -3 | 96 | 103 | 103 | 106
CC/C(=N\NC(=O)COc1ccc(Br)cc1)c1ccc(OC)c(OC)c1 | 96 | -21 | 96 | 99 | 6 | -17 | 9 | 102 | 101 | 98 | 96
CC(=O)Nc1ccccc1C(=O)C(=O)Nc1cccc(C(=O)NCc2ccc(C)cc2)c1 | 101 | -2 | 102 | 102 | 11 | 4 | -2 | 123 | 100 | 101 | 103
O=C(Nc1nnc(Cc2ccc(Cl)cc2)s1)c1cccs1 | 100 | -6 | 99 | 100 | 11 | 24 | 0 | 102 | 100 | 98 | 96
Cc1cc(SCC(=O)N(C)CC(=O)Nc2ccc(F)cc2)nc2ccccc12 | 102 | -13 | 100 | 100 | -3 | . | -5 | 100 | 98 | 101 | 102
O=C(CN(c1ccc2c(c1)OCCO2)S(=O)(=O)c1ccccc1)NCC1CCCO1 (stereo not given) | 97 | 4 | 93 | 96 | 22 | . | 0 | 101 | 98 | 94 | 94
COC(=O)c1sc(S(=O)(=O)NC(C)C(=O)O)c(C(=O)OC)c1C (stereo not given) | 96 | -4 | 94 | 94 | 2 | 3 | 0 | 100 | 91 | 96 | 94

Next section
SMILES | Cdc42 wt GTP | Mcl1-Bid inh | Rac1 mut GTP | HRas wt GTP bind | Mcl1-Noxa inh | Pf gametocyte | Mcl-1 Bim block | RGS8-Gao | Rab7 wt GTP bind | Rab2A wt mod | Rac1 wt modul
COC(=O)c1ccc(-c2n[nH]c(=O)c3ccccc23)cc1 | 100 | -13 | 97 | 99 | -1 | -13 | -3 | 101 | 96 | 99 | 99
CCOc1ccc(NS(=O)(=O)c2ccc(NC(=O)c3cccnc3)c(OC)c2)cc1 | 93 | -19 | 95 | 96 | 9 | 16 | -2 | 100 | 95 | 96 | 94
CCOC(=O)N1c2ccccc2Sc2ccccc21 | 89 | -26 | 93 | 89 | -17 | 0 | 16 | 102 | 93 | 89 | 93
CCOC(=O)Cc1csc(NC(=O)COc2ccc(C)c(C)c2)n1 | 92 | 7 | 94 | 96 | 13 | -11 | -4 | 99 | 97 | 100 | 98
Cc1ccc2c(CSc3nncn3C)cc(=O)oc2c1C | ? | 11 | ? | ? | 8 | . | -2 | 105 | ? | ? | ?
O=C(Cn1nc(-c2cccc(Cl)c2)ccc1=O)Nc1cccnc1 | 99 | -12 | 97 | 96 | 1 | 13 | 3 | 100 | 94 | 95 | 102
O=C(Nc1ccc(Cc2ccncc2)cc1)c1cccc([N+](=O)[O-])c1 | 98 | 1 | 99 | 95 | 5 | -2 | -3 | 98 | 97 | 99 | 101
CCCn1c2ccccc2c2nnc(SCC(=O)Nc3nnc(CC(=O)OCC)s3)nc21 | 104 | -19 | 98 | 103 | 4 | . | 1 | 85 | 105 | 102 | 108
